Pol beta inh: DNA polymerase beta (human) inhibition | Pol beta primer extension/strand displacement, fluorescence kinetic | Potency, µM (series often up to 114 µM), without a hit: top-dose activity change, negative = inhibition, usual class: inhibitors | 340,000 tested, 1.3% active | AID 485314; also: potency is read from the fitted curve at half-maximal effect; % is scaled to controls: 0 for no effect and ±100 for the full control effect
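Pol beta (10 nM) was preincubated with compound for 15 min at room temperature. The reaction was then started with 50 nM substrate and read immediately and after a further 10 min at room temperature.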
Pol kappa inh: inhibitors of human DNA polymerase kappa. Q9UBT6. 400,000 tested, 0.53% active. purified Pol kappa, fluorescent DNA synthesis assay, 10 min. Potency, µM (series often up to 107 µM), without a hit: at the top dose activity, negative = inhibition, actives largely listed as inhibitors; also: potency is read from the fitted curve at half-maximal effect; % is scaled to controls: 0 for no effect and ±100 for the full control effect
Target sequence (Q9UBT6 whole entry, looked up): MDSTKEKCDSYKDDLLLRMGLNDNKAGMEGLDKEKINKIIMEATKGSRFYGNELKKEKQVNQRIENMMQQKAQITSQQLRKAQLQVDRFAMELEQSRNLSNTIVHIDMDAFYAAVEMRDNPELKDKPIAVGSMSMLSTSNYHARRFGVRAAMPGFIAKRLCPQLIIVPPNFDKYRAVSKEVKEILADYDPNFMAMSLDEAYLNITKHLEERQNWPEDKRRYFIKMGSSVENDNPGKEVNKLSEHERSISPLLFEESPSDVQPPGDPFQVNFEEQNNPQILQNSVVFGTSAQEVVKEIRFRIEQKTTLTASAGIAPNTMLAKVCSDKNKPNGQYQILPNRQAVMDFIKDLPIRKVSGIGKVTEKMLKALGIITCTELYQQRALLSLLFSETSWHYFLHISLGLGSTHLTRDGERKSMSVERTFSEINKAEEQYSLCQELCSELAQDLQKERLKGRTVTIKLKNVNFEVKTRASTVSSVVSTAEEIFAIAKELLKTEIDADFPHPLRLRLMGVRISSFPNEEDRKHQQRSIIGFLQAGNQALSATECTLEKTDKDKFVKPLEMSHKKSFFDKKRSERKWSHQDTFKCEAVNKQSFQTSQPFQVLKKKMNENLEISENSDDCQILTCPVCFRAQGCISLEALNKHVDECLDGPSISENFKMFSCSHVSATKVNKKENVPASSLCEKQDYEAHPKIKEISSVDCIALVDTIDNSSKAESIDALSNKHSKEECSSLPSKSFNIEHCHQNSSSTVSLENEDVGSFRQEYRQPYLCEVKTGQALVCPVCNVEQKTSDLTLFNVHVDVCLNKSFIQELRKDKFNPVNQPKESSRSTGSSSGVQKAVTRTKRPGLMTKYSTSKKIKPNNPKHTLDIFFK
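Activity was followed as the change in fluorescence between reads at 0 and 10 min after starting the reaction with 50 nM substrate. Beforehand, 10 nM polymerase had been preincubated with compound for 15 min at room temperature.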
LDHA inh: blocks human lactate dehydrogenase A; 480,000 tested, 0.15% active; purified LDHA, NADH/diaphorase-resazurin fluorescence; hits give low values; P00338; activity change, % (values are at about 110 or 230 µM); AID 1347041; in the data active = activity change below about -30%; inconclusive = mostly about -25% to -30%;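 also: plate controls were DMSO wells for no effect and wells without enzyme for full effect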
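Human LDH5 (2 nM) was incubated with 0.06 mM NADH and 0.2 mM pyruvate for 5 min at room temperature in Tris pH 7.4. Remaining NADH was coupled through diaphorase/resazurin, and resorufin fluorescence was read at 0 and 20 min.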
Apoferritin bind: binds horse apoferritin like a general anesthetic; apoferritin/1-aminoanthracene competitive binding, fluorescence; 350,000 tested, 0.074% active; Potency, µM (titrated, usually from 77.5 µM), for the others: at the highest dose activity change, negative = displacement, hits mostly inhibitors; also: potency is read from the fitted curve at half-maximal effect; % is scaled to controls: 0 for no effect and ±100 for the full control effect; nearly all actives have a fitted effect of over 20% in size
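Horse-spleen apoferritin (10 uM) was mixed with 50% saturated 1-aminoanthracene in PBS, exposed to compounds for 10 min at room temperature, and read for fluorescence (ex 380 nm, em 535 nm). Competitive displacement was fitted with a four-parameter Hill equation.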
POLH inh: inhibitors of human DNA polymerase eta; Q9Y253; recombinant Pol eta, fluorescent DNA replication assay; Potency, µM (doses to about 114 µM), for the others: at the highest dose activity change, negative = inhibition, hits mostly inhibitors; 390,000 tested, 1.2% active; AID 588591; also: potency is read from the fitted curve at half-maximal effect; % is scaled to controls: 0 for no effect and ±100 for the full control effect
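Pol eta (10 nM) was preincubated with compounds for 15 min at room temperature, after which fluorescent replication substrate (50 nM final) was added to start the reaction. Fluorescence was read kinetically at 0 and 10 min.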
RGS4 inh: blocks human RGS4-accelerated GTP hydrolysis | Transcreener GDP fluorescence polarization, RGS4-accelerated GTP hydrolysis | Potency, µM (doses to about 114 µM), for the others: top-dose activity change, negative = inhibition, usual class: inhibitors | 390,000 tested, 0.039% active | P49798; also: potency is read from the fitted curve at half-maximal effect; % is scaled to controls: 0 for no effect and ±100 for the full control effect; nearly all actives have a fitted effect of over 75% in size; some results filed as inactive show a strong effect at the top dose
Target sequence (P49798 whole entry, looked up): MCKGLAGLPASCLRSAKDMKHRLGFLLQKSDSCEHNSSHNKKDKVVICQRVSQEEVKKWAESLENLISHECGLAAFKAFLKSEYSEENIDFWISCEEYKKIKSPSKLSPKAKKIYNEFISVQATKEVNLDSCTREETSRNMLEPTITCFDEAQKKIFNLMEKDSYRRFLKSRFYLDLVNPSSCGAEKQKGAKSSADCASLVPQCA
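MLSMR compounds (23 nl, pin-transferred) preincubated 10 min at room temperature with a 500nM (2x) first reagent, then RGS4 at 900nM (2x) plus Transcreener GDP mix added; fluorescence polarization (620/688 nm) read before and after 90 min at 30 °C.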
ERG Ets-DNA blk: blocks human ERG Ets domain binding to DNA; fluorescence polarization, His-ERG Ets domain / labelled DNA; Potency, µM (top dose mostly 76.9 µM), for inactives: top-dose FP activity, negative = inhibition, most hits filed as inhibitors; 370,000 tested, 0.028% active; AID 624246; active = well fitted inhibition curve with a large enough effect in the polarisation, with a control signal flat; inconclusive = small, poorly fitted or top-dose-only effect, or effect the other way, or a change in a side signal; inactive = no such curve, though single readings can be large or run the other way; the % refers to the polarisation;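 also: polarization taken with two DNA probes labelled with fluorescein and Texas red; potency is read from the fitted curve at half-maximal effect; % of control where 0% means no effect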
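His-tagged ERG Ets domain (1 uM in the protein solution; 300mM KCl, 50mM Tris-HCl, 1mM EDTA, 1mM DTT, pH 7.5) received compound, then a probe mix of 5 nM fluorescein-DNA and 100nM Texas-615-DNA. Fluorescence polarization was read for both dyes.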
12-LOX inh: ALOX12 (human) lipoxygenase inhibition; P18054; purified 12hLO, xylenol orange hydroperoxide absorbance; Potency, µM (top dose mostly 108 µM), for inactives: top-dose activity change, negative = inhibition, most hits filed as inhibitors; 580,000 tested, 1.1% active; AID 1671190; also: potency is read from the fitted curve at half-maximal effect; % is scaled to controls: 0 for no effect and ±100 for the full control effect
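Hydroperoxide product was detected by ferrous iron/xylenol orange as the 573 to 405 nm absorbance ratio. Arachidonic acid at 40 uM (final) was turned over for 30 min at room temperature by 150 nM human 12hLO, pH 7.0 Hepes buffer, after 15 min compound preincubation.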
APE1 inh: inhibitors of human APE1 endonuclease; P27695; recombinant APE1, TAMRA/BHQ-2 abasic DNA cleavage fluorescence; Potency, µM (titrated, usually from 65.8 µM), for the others: at the top dose activity change, negative = inhibition, hits mostly inhibitors; 350,000 tested, 0.35% active;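 also: potency is read from the fitted curve at half-maximal effect; plate controls were vehicle for no effect and reference inhibitor for full effect; nearly all actives have a fitted effect of over 55% in size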
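Substrate: short duplex with […] THF abasic site, 5'-TAMRA and 3'-BHQ-2, 50 nM final. APE1 at 0.75 nM, preincubated 15 min RT with compound. Fluorescence increase from first to third read measured activity.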
* hit, by the source's call; i = inactive; ? = inconclusive; . = not tested or not shown; [ ] = dose if it differs, or a comment. Unless noted, calls follow the shape of the dose curve; as a rule, active = well fitted curve in the direction sought with a large enough effect; inconclusive = small, poorly fitted or top-dose-only effect, or another doubt; inactive = no such curve, though single readings can be large; an effect the other way counts as inactive or inconclusive. Some of the compounds tested (hit frequency here may not be typical).

SMILES	Pol beta inh	Pol kappa inh	LDHA inh	Apoferritin bind	POLH inh	RGS4 inh	ERG Ets-DNA blk	12-LOX inh	APE1 inh
CCOc1ccc(CNC(=O)C(C)n2ccc3cc(S(=O)(=O)N4CCCC4)ccc32)cc1 (centres undefined)	7.5%	5.9%	1.7	27.1%	-15.3%	-9.3%	-0.1%	9.5%	60.2%[activator]
COc1ccc(N(CC(=O)NCCc2ccccc2)S(=O)(=O)c2ccccc2)c(OC)c1	-2.6%	-6.2%	3.3	0.7%	-24.7%	-12.0%	2.3%	-14.9%	.
O=C(CCCn1c(=O)oc2ccccc21)Nc1ccccc1	.	2.9%	-7.9	.	-5.8%	-5.2%	-8.7%	4.7%	3.4%
COC(=O)c1ccccc1NC(=O)c1cn2c3c(ccc(Cl)c3c1=O)OC(C)C2 (centres undefined)	18.0%	-10.2%	-4.2	-3.6%	-0.4%	20.4%	1.3%	-17.7%	.
CCNC(=O)c1cnc2sc(N3CCCCCC3)nn2c1=O	-18.8%	0.0%	0.8	-9.0%	-19.7%	-14.8%	-11.1%	-27.6%	.
Clc1nc(N2CCOCC2)ncc1Br	-1.6%	-9.2%	0.0	3.3%	-7.7%	-10.6%	-16.7%	0.0%	-7.5%
Cc1nn(C)cc1CNC(=O)Nc1ccc(Br)cc1Cl	5.2%	-14.3%	-5.1	-9.4%	-13.4%	-10.0%	1.7%	0.0%	-2.5%
Cc1ccc(N2C=Nc3ccc(C)c4nc(C)cc2c34)cc1	1.7%	-19.6%	-3.2	126.4%[activator]	-18.5%	-9.2%	-7.1%	9.6%	9.1%
O=C1C2CCCN2C(c2ccccc2F)N1c1cccc(Cl)c1 (centres undefined)	3.6%	21.9%	-0.5	-8.5%	-25.6%	8.9%	-3.7%	393.3%[activator]	-2.4%
NC(=O)c1ccc[n+](CC(=O)c2ccc(F)cc2)c1	-0.3%	-2.1%	-2.1	-3.0%	-17.6%	-9.4%	1.1%	-2.8%	4.6%
COc1cc(C(=O)Nc2scc(-c3ccc(C)cc3)c2C(=O)O)cc(OC)c1OC	3.8%	-9.8%	-3.6	-3.6%	-18.1%	-1.2%	9.3%	0.0%	2.2%
CCOc1ccc(C2C(C(=O)OC)=CN(C(C)c3ccccc3)C=C2C(=O)OC)cc1 (centres undefined)	13.1%	-6.1%	0.8	239.2%[activator]	-11.5%	3.0%	-1.5%	.	22.5%
C=CCOC(=O)CCC(=O)Nc1cccc2ccccc12	26.7%	-8.4%	-2.8	-11.8%	-14.7%	-1.2%	-6.2%	0.0%	7.0%
COc1ccc(/C=N/NC(=O)c2ccccc2OCc2ccccc2)c(OC)c1	35.9%[activator]	0.1%	-0.9	299.8%[activator]	-16.7%	-3.5%	1.0%	-6.1%	3.7%
O=C(NCCN1CCOCC1)c1cc(-c2ccco2)on1	3.4%	-12.7%	-6.0	-12.3%	-12.9%	14.2%	-5.4%	25.7%	-2.7%
O=C1OCC2=C1C(c1ccc(F)cc1)c1cc3c(cc1N2)OCCO3 (centres undefined)	-15.8%	-11.1%	-9.2	5.4%	-6.2%	2.2%	10.7%	i	-2.6%
CCN(C(=O)CSc1nc(-c2ccccc2)cn1N)c1c(N)n(Cc2ccccc2)c(=O)[nH]c1=O	.	-12.7%	-2.7	.	-3.3%	?	-0.7%	-11.7%	9.9%
C=CCn1c(C)cc(C(=O)CSc2nnc(C3CC3)n2C2CC2)c1C	.	-10.0%	-9.4	.	-9.7%	?	1.8%	157.3%[activator]	23.4%
Cc1cc(NC(=O)CSc2nc(N)c(NC(=O)c3ccco3)c(=O)[nH]2)no1	12.9%	5.0%	-1.8	35.5%[activator]	-15.7%	-40.1%[56.9 µM]	-11.5%	-29.7%	-6.3%
O=C(/C=C/Nc1ccc(F)cc1F)c1cccs1	2.1%	-3.7%	-9.2	-14.0%	-14.9%	-19.8%	-2.2%	-23.8%	2.2%
Cc1ccccc1Nc1nc(N)nc(COC(=O)C2CCCCC2)n1	1.4%	-14.8%	-3.9	?	?	3.1%	-3.2%	9.2%	-2.2%
CS(=O)(=O)c1ccc(Cl)c(C(=O)O)c1	-27.9%	-7.1%	-8.8	-7.2%	1.6%	10.9%	.	-15.9%	8.2%
CN1CCN(S(=O)(=O)c2ccc(NC(=S)NC(=O)C(C)(C)C)cc2)CC1	-8.9%	-4.1%	-3.9	-8.6%	-4.3%	-5.2%	3.9%	?	7.5%
COc1ccc(OC)c(C2C(C(=O)Nc3cccnc3)=C(C)NC3=C2C(=O)CCC3)c1 (centres undefined)	1.2%	5.0%	6.6	25.1%	-2.4%	-9.0%	-4.6%	31.7%[activator]	-4.2%
C=CCn1c(CCC(=O)O)ccc1-c1ccc(OC)cc1	?	-4.8%	-7.8	-1.2%	-8.1%	7.1%	.	?	22.2%
O=C(CN1C(=O)NC2(CCCC2)C1=O)N1CCN(c2ccc(C(F)(F)F)cc2[N+](=O)[O-])CC1	.	-1.3%	-7.6	.	1.5%	14.3%	-21.5%	2.5%	.
COc1ccccc1NC(=S)N(Cc1cccnc1)Cc1ccco1	7.2%	-11.3%	-4.5	-5.1%	-4.6%	-6.2%	-4.2%	0.0%	?
CCN(CC)c1ccc2cc(S(=O)(=O)c3ccc(Cl)cc3)c(=O)oc2c1	1.8%	-6.3%	-9.5	6.1%	-8.6%	-13.6%	-8.2%	2.6%	-2.3%
CC1CCN(S(=O)(=O)c2ccc(C(=O)Nc3nnc(C4=COCCO4)o3)cc2)CC1	-0.6%	5.5%	-0.9	-10.1%	1.7%	2.0%	-20.5%	462.9%[activator]	-14.5%
Cc1cc(C(=O)NNS(=O)(=O)c2ccccc2C(F)(F)F)nn1C(C)(C)C	12.0%	-3.2%	2.4	6.0%	-7.5%	-2.2%	-14.0%	?	-4.1%
CCCCOC(=O)c1nc(Cl)c(Cl)c(N)c1Cl	1.6%	-5.8%	-4.9	-14.5%	-25.8%	-9.6%	7.1%	-14.3%	-3.2%
O=C(c1cccnc1)N1C2CCC1CC(O)(c1ccc(F)cc1)C2 (centres undefined)	35.4%	5.2%[60.1 µM]	0.7	-8.2%	2.4%	2.2%	.	22.5%	-1.3%
CC(OC(=O)CC1CCCCC1)C(=O)Nc1ccc(F)cc1 (centres undefined)	.	-15.2%	-5.6	.	-17.1%	12.2%	1.4%	?	-14.5%
Cn1cccc1C1C(C#N)=C(N)OC2=C1C(=O)CCC2 (centres undefined)	9.7%	-20.9%	4.6	4.1%	?	-1.7%	2.2%	34.3%	-2.4%
Cc1ccc(C)c(NC(=O)Cn2c([N+](=O)[O-])cnc2C)c1	3.7%	1.2%	1.2	-10.2%	-11.9%	-10.4%	1.9%	-12.6%	-2.5%
Brc1ccc(-c2nn3c(-c4ccco4)nnc3s2)o1	44.7µM*	?	-2.4	?	?	-38.1%	-11.9%	?	?
Cn1c(N)c(C(=O)COC(=O)c2cccc(S(=O)(=O)N3CCCCC3)c2)c(=O)n(C)c1=O	1.0%	-15.8%	-6.1	-13.6%	-13.2%	8.2%	-4.5%	-10.4%	-1.9%
CC(C)=CC(=O)Nc1ccc(OCc2ccccc2)cc1	-0.8%	-7.2%	-5.0	?	?	-11.8%	-3.1%	1.6%	1.6%
COc1ccc(S(=O)(=O)NCCOc2ccccc2)cc1-n1cnnn1	-14.0%	-4.1%	0.2	-7.4%	-15.8%	-0.8%	-0.2%	?	1.1%
O=C(Cn1c(=O)nc(-c2ccccc2F)c2cc(Cl)ccc21)NCCCc1ccccc1	-7.5%	-1.0%	-2.7	12.8%	-15.9%	14.3%	-0.5%	-5.5%	.

Random excerpt: three compounds from above
SMILES	Pol beta inh	Pol kappa inh	LDHA inh	Apoferritin bind	POLH inh	RGS4 inh	ERG Ets-DNA blk	12-LOX inh	APE1 inh
Brc1ccc(-c2nn3c(-c4ccco4)nnc3s2)o1	44.7µM*	?	-2.4	?	?	-38.1%	-11.9%	?	?
CC1CCN(S(=O)(=O)c2ccc(C(=O)Nc3nnc(C4=COCCO4)o3)cc2)CC1	-0.6%	5.5%	-0.9	-10.1%	1.7%	2.0%	-20.5%	462.9%[activator]	-14.5%
Cc1cc(C(=O)NNS(=O)(=O)c2ccccc2C(F)(F)F)nn1C(C)(C)C	12.0%	-3.2%	2.4	6.0%	-7.5%	-2.2%	-14.0%	?	-4.1%

Next section
SMILES	Pol beta inh	Pol kappa inh	LDHA inh	Apoferritin bind	POLH inh	RGS4 inh	ERG Ets-DNA blk	12-LOX inh	APE1 inh
CCN(CC1COc2ccccc2O1)C(=S)Nc1ccc(F)cc1 (centres undefined)	-21.7%	-5.6%	-1.6	-9.0%	-23.1%	-0.5%	-28.3%	-9.9%	-2.5%
Cc1noc(/C=C/N(C)C)c1S(=O)(=O)N1CCCC(C(=O)NCc2ccc(Cl)cc2)C1 (centres undefined)	3.8%	-7.1%	-7.3	-19.3%	-11.8%	-2.1%	3.1%	?	-5.3%
COc1ccc(CCNC(=O)c2cc(C)oc2C)cc1	-0.7%	-15.9%	-1.3	-9.6%	-9.7%	6.0%	1.6%	0.0%	16.0%
CCCn1nnc(NC(=O)c2cc(Br)ccc2OC)n1	-5.1%	-16.9%	0.6	-0.7%	-3.3%	19.6%	.	-1.4%	-2.8%

Screening data as filed in PubChem.
